High-throughput results from PubChem.
FAS TE block – FAS thioesterase domain inhibitors, primary screen, biochemical, fluorescence intensity, uHTS | Fatty acid synthase (Homo sapiens), P49327 | recombinant FAS-TE, OMFH fluorogenic substrate, fluorescence endpoint | inhibition, % at 15 µM | actives 0.67% (n = 360,000) | AID 602261, 2012;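 active = compounds whose normalised, plate-corrected inhibition of enzyme fluorescence in the single-dose primary screen is 50% or more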;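 also: 0% = DMSO with enzyme and 100% = substrate without enzyme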
Target sequence (P49327 whole entry, looked up, the tested form may be a part): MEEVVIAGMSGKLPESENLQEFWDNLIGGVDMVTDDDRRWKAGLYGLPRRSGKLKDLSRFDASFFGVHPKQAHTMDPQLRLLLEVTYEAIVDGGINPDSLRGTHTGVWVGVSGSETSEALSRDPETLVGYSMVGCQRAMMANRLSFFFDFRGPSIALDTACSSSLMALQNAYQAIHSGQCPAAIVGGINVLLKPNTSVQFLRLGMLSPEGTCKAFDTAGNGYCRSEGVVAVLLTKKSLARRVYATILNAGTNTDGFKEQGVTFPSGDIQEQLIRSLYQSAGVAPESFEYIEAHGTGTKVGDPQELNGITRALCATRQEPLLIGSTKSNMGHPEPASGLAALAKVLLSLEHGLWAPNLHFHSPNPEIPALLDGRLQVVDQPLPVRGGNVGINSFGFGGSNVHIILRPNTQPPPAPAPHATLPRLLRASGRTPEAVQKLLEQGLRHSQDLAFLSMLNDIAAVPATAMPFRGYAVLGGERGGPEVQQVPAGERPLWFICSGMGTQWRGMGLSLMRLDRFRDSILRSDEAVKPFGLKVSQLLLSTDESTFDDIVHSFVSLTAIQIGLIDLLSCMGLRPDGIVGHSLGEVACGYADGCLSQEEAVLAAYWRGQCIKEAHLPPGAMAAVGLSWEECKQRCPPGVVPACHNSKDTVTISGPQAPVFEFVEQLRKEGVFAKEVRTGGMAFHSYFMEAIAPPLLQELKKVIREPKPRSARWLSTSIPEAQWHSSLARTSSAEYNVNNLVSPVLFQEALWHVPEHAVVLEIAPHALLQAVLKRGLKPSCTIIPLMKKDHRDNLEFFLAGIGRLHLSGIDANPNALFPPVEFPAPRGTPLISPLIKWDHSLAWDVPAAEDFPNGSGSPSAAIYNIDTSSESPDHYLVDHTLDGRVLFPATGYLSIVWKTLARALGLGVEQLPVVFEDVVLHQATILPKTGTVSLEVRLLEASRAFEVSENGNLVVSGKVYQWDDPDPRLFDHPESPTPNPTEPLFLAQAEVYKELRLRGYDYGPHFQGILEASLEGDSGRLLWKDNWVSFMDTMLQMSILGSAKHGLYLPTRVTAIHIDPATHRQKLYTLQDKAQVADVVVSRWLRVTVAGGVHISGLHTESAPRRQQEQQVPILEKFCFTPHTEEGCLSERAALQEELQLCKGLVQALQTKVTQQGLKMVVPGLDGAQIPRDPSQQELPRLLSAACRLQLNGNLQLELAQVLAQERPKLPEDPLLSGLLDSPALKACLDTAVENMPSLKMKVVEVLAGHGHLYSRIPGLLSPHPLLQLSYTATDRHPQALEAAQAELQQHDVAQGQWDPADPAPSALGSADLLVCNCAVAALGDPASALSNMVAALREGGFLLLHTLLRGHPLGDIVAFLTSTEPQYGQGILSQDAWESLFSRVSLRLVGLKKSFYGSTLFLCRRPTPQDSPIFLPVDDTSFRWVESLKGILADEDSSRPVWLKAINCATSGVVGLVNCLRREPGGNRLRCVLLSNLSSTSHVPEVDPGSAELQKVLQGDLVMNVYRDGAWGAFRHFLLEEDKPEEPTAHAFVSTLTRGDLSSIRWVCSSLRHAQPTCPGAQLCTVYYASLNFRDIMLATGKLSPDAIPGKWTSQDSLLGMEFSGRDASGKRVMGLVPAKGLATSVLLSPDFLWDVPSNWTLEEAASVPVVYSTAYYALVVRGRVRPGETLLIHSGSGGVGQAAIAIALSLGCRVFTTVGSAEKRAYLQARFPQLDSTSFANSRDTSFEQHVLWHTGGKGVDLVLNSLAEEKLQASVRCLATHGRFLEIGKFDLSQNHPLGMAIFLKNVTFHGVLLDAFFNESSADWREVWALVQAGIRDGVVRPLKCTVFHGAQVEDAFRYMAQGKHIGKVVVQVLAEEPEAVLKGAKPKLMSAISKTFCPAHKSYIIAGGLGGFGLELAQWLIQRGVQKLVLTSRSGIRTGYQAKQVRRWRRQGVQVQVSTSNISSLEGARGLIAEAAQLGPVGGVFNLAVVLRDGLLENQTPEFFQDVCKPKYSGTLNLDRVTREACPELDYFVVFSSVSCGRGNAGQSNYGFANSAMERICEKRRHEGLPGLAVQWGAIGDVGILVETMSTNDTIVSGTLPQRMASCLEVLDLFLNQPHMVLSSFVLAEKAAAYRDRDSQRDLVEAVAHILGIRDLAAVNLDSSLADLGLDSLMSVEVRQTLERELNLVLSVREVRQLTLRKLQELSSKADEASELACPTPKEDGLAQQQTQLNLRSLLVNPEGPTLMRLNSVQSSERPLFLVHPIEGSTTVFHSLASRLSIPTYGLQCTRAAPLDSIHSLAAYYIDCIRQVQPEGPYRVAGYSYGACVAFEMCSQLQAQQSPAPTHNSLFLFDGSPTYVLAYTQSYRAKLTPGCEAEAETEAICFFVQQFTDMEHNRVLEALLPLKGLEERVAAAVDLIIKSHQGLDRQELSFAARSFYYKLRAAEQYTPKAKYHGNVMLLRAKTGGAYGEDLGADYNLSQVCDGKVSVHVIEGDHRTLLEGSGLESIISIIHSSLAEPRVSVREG
MsrA inhibitor – bovine MsrA enzyme inhibitors, primary screen, biochemical, absorbance, HTS; purified bovine MsrA, absorbance read-out; inhibition, % at 15.5 µM; actives 0.75% (n = 360,000); in the data active = inhibition above about 4.5%;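 also: 0% = vehicle wells with enzyme and 100% = reference inhibitor wells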
SKN-1 inh – suppressors of acrylamide-induced Pgst-4::GFP reporter in worms, primary screen, SKN-1 inhibitor project, whole organism, uHTS, GFP/RFP fluorescence ratio, strain VP596; C. elegans VP596 Pgst-4::GFP/RFP ratio, 24 h; inhibition, % at 21.8 µM; actives 0.49% (n = 360,000);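 active = interference check ratio from 0.5 to 1.5 plus GFP to RFP signal ratio inhibition reaching or exceeding a fixed threshold, cut at about 30% in these data, passing the limit was not always enough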; also: some compounds called inactive have numbers as strong as hits
bovine MsrA act – bovine MsrA enzyme activators, primary screen, biochemical, absorbance, HTS; Methionine sulfoxide reductase A (Bos taurus); purified bovine MsrA, absorbance read-out; activation, % at 10.6 µM; actives 0.3% (n = 360,000); AID 602163, 2012; in the data active = activation above about 7.5%;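 also: 0% = vehicle and 100% = reference activator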
MLLE-PAM2 inh – inhibitors of PABP1 MLLE–PAM2 peptide binding, primary screen, biochemical, fluorescence polarization, FITC-PAM2, GST-MLLE; Polyadenylate-binding protein 1 (Homo sapiens), P11940; inhibition, % at 20 µM; actives 0.36% (n = 360,000); AID 588489, 2011; in the data active = inhibition above about 35%, passing the limit was not always enough;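 also: plate controls were DMSO wells with GST-MLLE for no effect and wells lacking GST-MLLE protein for full effect; some results filed as inactive read as strong as hits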
MT1-MMP act inh – blockers of MT1-MMP proenzyme processing, primary screen, HT1080 RFP-PRO-GFP cells, GFP/RFP fluorescence | GFP/RFP ratio change, % at 20 µM | AID 651647, 2012 | GFP/RFP ratio fluorescence, overnight; percent of plate control window, DMSO zero | Matrix metalloproteinase-14 (Homo sapiens), P50281 | actives 0.061% (n = 360,000);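 active = GFP/RFP ratio change of at least 30% with cell ATP level not reduced by more than half and red fluorescence within 50% of control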; also: strong numbers were not always called active
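Assay system: RFP-PRO-GFP reporter HT1080 cells; read-out basis: GFP/RFP fluorescence ratio; benchmarks: DMSO wells and RFP-L50D-GFP cells; doses: 20 µM single dose, 1% DMSO; schedule: overnight cell settling, then overnight compound exposure, 37 °C, 5% CO2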
Tb MetRS inh – T. brucei MetRS inhibitors, primary screen, biochemical, luminescence; inhibition, % at 11.9 µM; purified T. brucei MetRS, ATP depletion, Kinase-Glo luminescence; AID 624268, 2012; methionyl-tRNA synthetase (Trypanosoma brucei brucei); actives 0.4% (n = 360,000);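 active = inhibition above a per-plate cutoff of the control wells' mean inhibition plus 3 SD, cut at about 5.5% in these data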;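 also: 0% = DMSO wells median and 100% = median of wells with control inhibitor compound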
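Test system – parasite MetRS enzyme · Reagent – substrates ATP, L-methionine and bulk Escherichia coli tRNA · Doses – 11.9 µM compound single dose, 0.9% DMSO · Times – 15 min enzyme-compound preincubation, 2 h reaction, 10 min detection, 25 °C · Signal – Kinase-Glo luminescence, ATP depletion format · Controls – DMSO-only wells as low control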
eLon inh – inhibitors of E. coli Lon protease, primary screen, biochemical, fluorescence polarization; P0A9M0; purified E. coli Lon protease; inhibition, % at 7.94 µM; actives 0.42% (n = 360,000); AID 602123, 2011; in the data active = inhibition above about 13%, passing the limit was not always enough;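 also: 0% = enzyme with probe and DMSO and 100% = no enzyme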
NRP1-CendR mod – modulators of CendR peptide binding to NRP-1, primary screen, biochemical, fluorescence polarization, uHTS | Neuropilin-1 (Homo sapiens), O14786 | FAM-RPARPAR peptide binding to NRP-1 | inhibition, % at 25 µM | actives 0.85% (n = 360,000) | AID 602438, 2012;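 active = inhibition or corrected inhibition above about 18%, plus a signal ratio from 0.5 to 1.5, limit read from the data, passing the limit was not always enough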; also: strong numbers were not always called active
* = called active by the depositor. An unsorted share of the library, and some 4% of all compounds hit somewhere here.

1: CC(C)c1ccc(OCC(=O)NNC(=S)NC(=O)c2cccs2)c(Br)c1
2: Cc1cc(C2=NNC(=NCc3ccccc3)SC2)c(C)n1-c1c(C)n(C)n(-c2ccccc2)c1=O
3: COc1ccc(C(=O)N2CCCCC2c2cc(C(=O)NCc3ccc(Cl)c(Cl)c3)no2)cc1 (stereo unspecified)
4: O=C(NN=C1CCCC1)c1n[nH]c2c1CCC2
5: O=[N+]([O-])c1ccc2[nH]c(O)c(N=NC3CS(=O)(=O)CC3O)c2c1 (stereo unspecified)
6: CNc1nc(-c2ccccc2)cc(-c2ccccc2)n1
7: CCCCCNCc1cccc(Br)c1
8: Cc1ccc(OC(=O)c2ccc3snnc3c2)cc1

assay / compound,1,2,3,4,5,6,7,8
FAS TE block,-4,-19,18,-8,12,18,-7,22
MsrA inhibitor,0.1,1.4,-1.3,0.3,5.2*,2.0,0.5,0.6
SKN-1 inh,-6,15,13,-6,7,13,14,-1
bovine MsrA act,-3,-1,4,-14,-5,-3,0,-4
MLLE-PAM2 inh,14,-4,3,3,-2,7,5,1
MT1-MMP act inh,5,-2,-1,1,-12,-1,-3,4
Tb MetRS inh,0.0,0.3,0.1,-1.4,-0.3,1.0,-0.6,-0.8
eLon inh,-4,6,-8,0,3,-3,-8,-2
NRP1-CendR mod,-4,-10,-9,5,7,-4,-19,-4

9: CCOc1ccccc1NC1c2ccccc2C(=O)N1c1cccnc1 (stereo unspecified)
10: COc1ccc(N[C@@H]2CCN3C(=O)c4ccccc4[C@@H]3C[C@H]2O)cc1
11: Cc1cccc(NC(=O)c2ccc(S(=O)(=O)C(F)F)cc2)c1C
12: CCC(NC(=O)c1[nH]c(C)c(C(C)=O)c1C)c1ccc(Br)cc1 (stereo unspecified)
13: O=C(CN1C(=O)NC2(CCCC2)C1=O)N1CCN(S(=O)(=O)c2cccc(C(F)(F)F)c2)CC1
14: CCn1ccnc1CN(C)Cc1nc(CCC(C)C)no1
15: C=CCN=C1CC(C)(C)CC(=O)/C1=C(\O)c1ccccc1
16: O=C(c1cc(-c2cccnc2)nc2ccc(Br)cc12)N1CCN(c2ncccn2)CC1

assay / compound,9,10,11,12,13,14,15,16
FAS TE block,-7,-7,-8,9,-8,0,-12,8
MsrA inhibitor,2.2,0.7,-0.9,1.6,0.8,-0.9,0.8,-0.2
SKN-1 inh,-11,8,1,-7,-12,2,-51,7
bovine MsrA act,-10,-1,1,-10,-10,-3,-11,-9
MLLE-PAM2 inh,8,12,6,5,-12,-4,-1,-2
MT1-MMP act inh,0,3,-1,-6,2,-4,1,-7
Tb MetRS inh,-0.6,-0.2,0.5,-0.8,-0.6,0.5,-0.7,0.1
eLon inh,0,-6,1,5,-2,-1,-2,-1
NRP1-CendR mod,3,0,-8,4,-10,-8,0,-6

An excerpt from above in order of the eLon inh value, descending.
# | SMILES | eLon inh
12 | CCC(NC(=O)c1[nH]c(C)c(C(C)=O)c1C)c1ccc(Br)cc1 (stereo unspecified) | 5
11 | Cc1cccc(NC(=O)c2ccc(S(=O)(=O)C(F)F)cc2)c1C | 1
9 | CCOc1ccccc1NC1c2ccccc2C(=O)N1c1cccnc1 (stereo unspecified) | 0
15 | C=CCN=C1CC(C)(C)CC(=O)/C1=C(\O)c1ccccc1 | -2
10 | COc1ccc(N[C@@H]2CCN3C(=O)c4ccccc4[C@@H]3C[C@H]2O)cc1 | -6

Carrying on.
17: Cc1ccc2c(c1)C(c1ccccc1)N(C(=O)c1ccc(Br)cc1)CC(=O)N2 (stereo unspecified)
18: COC(C[C@@H]1O[C@@H]1[C@H](O)COCc1ccccc1)OC
19: CCOC(=O)N1CCN(C(=O)c2cc(S(=O)(=O)N3CCCC3)cn2C)CC1
20: Cc1nc2ccc(NS(=O)(=O)c3ccc(F)c(F)c3)cc2s1
21: N#CCCN(Cc1ccccc1)C(C(=O)NC1CCCCC1)c1ccnc2ccccc12 (stereo unspecified)
22: COCCn1c(SCC(=O)Nc2ccccc2OC)nc2c([nH]c3ccccc32)c1=O
23: C[C@@H]1CN([C@@H](C)CO)C(=O)c2cc(Br)cnc2O[C@H]1CN(C)C(=O)Cc1cccnc1
24: Cc1ccc(N2CCN(CCc3nc4cc(NC(=O)c5ccco5)ccc4n3C)CC2)cc1

assay / compound,17,18,19,20,21,22,23,24
FAS TE block,9,-13,-6,-4,17,-1,-8,-3
MsrA inhibitor,0.2,0.5,-0.1,1.8,-1.1,0.0,-0.4,-0.4
SKN-1 inh,25,5,-9,0,-4,-22,1,-15
bovine MsrA act,-1,-6,-4,-8,-2,-6,-3,-4
MLLE-PAM2 inh,-10,12,-3,-24,2,3,-1,-4
MT1-MMP act inh,-10,3,0,5,3,-7,5,3
Tb MetRS inh,-0.9,-0.4,-0.7,-0.6,0.0,-0.3,0.4,-0.6
eLon inh,9,4,-8,-39,-3,-2,-10,-11
NRP1-CendR mod,-7,-6,0,-32,3,26*,2,-7

25: COc1ccc(-c2cc(C(=O)N3CCN(c4ccccc4)CC3)c3ccccc3n2)cc1
26: Cc1ccc(NC(=O)COc2ncnc3cc([N+](=O)[O-])ccc23)cc1S(=O)(=O)N1CCOCC1
27: O=C(CN1C(=O)c2ccccc2C1=O)OCC(=O)N1CCCCC1
28: CCCc1nc2oc(C(=O)c3ccccc3)c(N)c2c2c1COC(C)(C)C2
29: CCOC(=O)Nc1ccc2c(c1)N(C(=O)CN(CC)CC)c1ccccc1C=C2
30: O=C(Oc1nsnc1N1CCOCC1)N(c1ccccc1)c1ccccc1
31: C=CCOc1ccccc1CN1CCC(Oc2cc(C(=O)NC3CC3)ccc2OC)CC1
32: COc1ccc(C(C)=O)cc1Cn1cnc2c(cnn2C)c1=O

assay / compound,25,26,27,28,29,30,31,32
FAS TE block,20,27,-8,8,-1,7,-3,-6
MsrA inhibitor,3.2,0.5,-0.4,1.5,-1.1,0.2,0.3,-1.4
SKN-1 inh,-1,6,8,24,-1,12,8,1
bovine MsrA act,-3,-2,-3,0,7.9*,-5,7,-4
MLLE-PAM2 inh,11,-14,-5,8,-6,2,-8,6
MT1-MMP act inh,-6,1,3,1,6,1,-2,0
Tb MetRS inh,-0.3,-0.3,-0.3,0.5,0.0,-0.8,-0.3,-0.1
eLon inh,0,-5,-9,-5,-6,-2,-1,-2
NRP1-CendR mod,12,-2,14,12,-1,-9,8,3

33: C=CCc1cccc(C=Nc2c[nH]c(=O)[nH]c2=O)c1O
34: Cc1cccc(N(C(=O)CNC(=O)c2ccco2)C(C(=O)NC2CCCC2)c2ccncc2)c1C (stereo unspecified)
35: Cc1cc(C2=NNC(=NCCc3ccccc3)SC2)c(C)n1-c1c(C)n(C)n(-c2ccccc2)c1=O
36: O=[N+]([O-])c1cc(Cl)ccc1Sc1cccc2cccnc12
37: CC(C)c1nc(CNC(=O)c2cc(COc3c(F)cccc3F)on2)cs1
38: CCN1C(=O)/C(=C/N(C(C)=O)c2ccccc2)N(c2ccccc2)C1=S
39: CN(CC(=O)Nc1cccc(F)c1)CC(=O)Nc1ccccc1-c1ccccc1
40: COc1ccc(C(=O)CN2C(=O)NC3(CCc4ccccc43)C2=O)cc1 (stereo unspecified)

assay / compound,33,34,35,36,37,38,39,40
FAS TE block,-4,-2,-22,18,8,-5,7,0
MsrA inhibitor,-0.7,-0.4,0.5,1.0,0.8,3.9,0.2,0.4
SKN-1 inh,16,12,-5,0,3,14,3,4
bovine MsrA act,3,-3,-2,-2,-1,-6,-2,-3
MLLE-PAM2 inh,13,6,-37,3,18,15,-6,-19
MT1-MMP act inh,-2,3,-4,0,3,-2,5,-2
Tb MetRS inh,-0.4,-0.6,-0.2,0.7,-0.5,-1.8,-0.2,0.7
eLon inh,4,0,0,-2,-12,-22,-9,-1
NRP1-CendR mod,-1,5,-24,0,-3,1,2,11

41: O=C(COC(=O)c1ccc([N+](=O)[O-])s1)NCc1ccccc1
42: CCCc1cc(=O)oc2c3c(cc(OCC(=O)N4CCC[C@H]4C(=O)O)c12)OC(C)(C)CC3
43: COc1ccc(/C=C/C(=O)c2ccncc2)c2ccccc12
44: O=C(CCNC(=O)C1CCN(S(=O)(=O)c2ccccc2)CC1)Nc1ccccc1
45: CC(C)N(CCC#N)C(=O)Nc1ccc2c(c1)CCO2
46: COc1ccc(NC(=O)C(=O)Nc2cccc3cccnc23)cc1OC
47: CCc1c(C2(O)CCCCC2)[nH]c2ccc(C(=O)OC)cc12

assay / compound,41,42,43,44,45,46,47
FAS TE block,-5,2,-4,-2,-4,-4,-1
MsrA inhibitor,-0.5,2.1,8.3*,1.6,-1.6,-0.5,1.5
SKN-1 inh,10,2,5,11,-13,3,15
bovine MsrA act,8.4*,-3,0,-1,-3,-12,-1
MLLE-PAM2 inh,3,0,-97,-5,2,-5,3
MT1-MMP act inh,0,2,-9,0,-3,3,-1
Tb MetRS inh,-0.2,1.4,-0.3,-0.6,-0.2,-1.3,0.2
eLon inh,3,7,-133,-1,7,-5,11
NRP1-CendR mod,-9,-7,-61,-6,-2,-1,1

Complete entries as entered above. Values in the order: FAS TE block	MsrA inhibitor	SKN-1 inh	bovine MsrA act	MLLE-PAM2 inh	MT1-MMP act inh	Tb MetRS inh	eLon inh	NRP1-CendR mod
Record of CCc1c(C2(O)CCCCC2)[nH]c2ccc(C(=O)OC)cc12 → -1	1.5	15	-1	3	-1	0.2	11	1
Record of CCCc1cc(=O)oc2c3c(cc(OCC(=O)N4CCC[C@H]4C(=O)O)c12)OC(C)(C)CC3 → 2	2.1	2	-3	0	2	1.4	7	-7
